Bioassay records from PubChem.
KB-3-1 tox: KB-3-1 parental cell cytotoxicity; KB-3-1 viability, CellTiter-Glo ATP luminescence, 72 h; Potency, µM (top dose mostly 46.1 µM), for inactives: at the highest dose activity change, negative = cytotoxic, actives largely listed as cytotoxic; 400,000 tested, 1.4% active; AID 1347075; note: % is set by controls: 0 for no effect and ±100 for the full control effect; nearly all actives have a fitted effect of over 60% in size
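Multi-concentration cytotoxicity screen in KB-3-1 cells grown in DMEM lacking phenol red with 10% FBS. After 72 h at 37 °C with compound, ATP-dependent luminescence was recorded.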
HEK293 tox: cytotoxic in the GLP-1 receptor inverse agonist counter-screen; HEK293 cAMP-luciferase reporter cells, luminescence, 24 h; Potency, µM (titrated, usually from 38.3 µM), inactives show at the top dose activity change, negative = inhibition, usual class: inhibitors; 410,000 tested, 0.13% active;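 note: loss of luciferase light is scored as toxicity; % is set by controls: 0 for no effect and ±100 for the full control effect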
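Here, cytotoxicity is scored as loss of luminescence. The MLSMR collection was tested on cells seeded in medium containing 10% Nu serum, with a 24 hr compound exposure preceded by 12 hours of culture.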
GLP-1R inv ag: GLP-1 receptor (human) inverse agonism; P43220; HEK293 GLP-1R CRE-luciferase, luminescence, 24 h; GLP-1R form is constitutively active; Potency, µM (series often up to 38.3 µM), without a hit: at the top dose activity change, negative = inhibition, most hits filed as inhibitors; 410,000 tested, 1.6% active; AID 624417; note: % is set by controls: 0 for no effect and ±100 for the full control effect; nearly all actives have a fitted effect of over 55% in size
Target sequence (P43220 whole entry, looked up): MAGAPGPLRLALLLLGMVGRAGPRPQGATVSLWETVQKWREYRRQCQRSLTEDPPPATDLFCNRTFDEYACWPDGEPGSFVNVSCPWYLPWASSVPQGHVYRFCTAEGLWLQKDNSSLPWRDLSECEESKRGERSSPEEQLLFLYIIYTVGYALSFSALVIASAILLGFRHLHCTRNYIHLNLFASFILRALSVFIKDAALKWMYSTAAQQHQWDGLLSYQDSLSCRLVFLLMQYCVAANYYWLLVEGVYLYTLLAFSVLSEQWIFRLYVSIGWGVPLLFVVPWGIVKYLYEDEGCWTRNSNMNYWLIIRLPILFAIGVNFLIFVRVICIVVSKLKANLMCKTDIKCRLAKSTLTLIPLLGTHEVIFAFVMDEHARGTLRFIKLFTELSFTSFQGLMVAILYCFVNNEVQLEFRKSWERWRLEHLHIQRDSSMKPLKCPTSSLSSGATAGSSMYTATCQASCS
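Stable HEK293 clone (constitutively active GLP-1R + cAMP-response luciferase); 200 cells/uL plated, 12 h pre-culture, compound 24 hr, 37 deg C/5% CO2; detection reagent 12 min RT; luminescence.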
HT1080 IDH1KD tx: toxicity to HT-1080 IDH1 knockdown cells (counter line) | HT-1080 IDH1 knockdown viability, ATP luminescence, 48 h | 360,000 tested, 2% active | Potency, µM (top dose mostly 46.1 µM), inactives show at the top dose activity, negative = toxicity, actives largely listed as cytotoxic;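 note: 0% = DMSO wells and -100% = cell-free medium wells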
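Using the IDH1-knockdown HT-1080 line run in the same batch and compound series as the NT line, viability after 48 h at 37 °C was determined by CellTiter-Glo luminescence and expressed as % activity.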
KB-V1 cytotox: KB-V1 MDR subline cytotoxicity; KB-V1 MDR cells viability, CellTiter-Glo, 72 h; Potency, µM (highest dose often 46.1 µM), without a hit: top-dose activity change, negative = cytotoxicity, most hits filed as cytotoxic; 400,000 tested, 3.4% active; note: % is set by controls: 0 for no effect and ±100 for the full control effect; nearly all actives have a fitted effect of over 60% in size
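Cells of the MDR subline KB-V1 are plated, dosed with compound at multiple concentrations, and incubated 72 h at 37 degrees C; CellTiter-Glo is then added and luminescence read after 10 min.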
HT1080NT lethal: kills 2HG-producing HT-1080-NT fibrosarcoma cells; 360,000 tested, 1.6% active; Potency, µM (titrated, usually from 46.1 µM), for the others: top-dose activity, negative = less viability, most hits filed as cytotoxic; HT-1080-NT fibrosarcoma viability, CellTiter-Glo ATP luminescence, 48 h;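 note: NT is the 2HG producing partner of a matched IDH1 knockdown line; 0% = DMSO-treated cells and -100% = media-only wells without cells; nearly all actives have a fitted effect of over 55% in size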
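Viability of the 2HG-overproducing fibrosarcoma line after 48 hours of compound exposure at 37 degrees C was determined by luminescence with CellTiter-Glo, and concentration-effect curves were then fitted and categorized.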
SW480 rereplic: DNA re-replication induction in SW480 cells | SW480 DNA re-replication, Hoechst DNA content imaging, 48 h | Potency, µM (top dose mostly 46.1 µM), for the others: at the highest dose re-replication activation, most hits filed as activators | 340,000 tested, 1.8% active | AID 624297; note: % of control where 0% means no effect; nearly all actives have a fitted effect of over 55% in size
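Compounds, transferred as 23 nL by pin tool, were incubated with cells for 48 hr; DNA content per nucleus was then quantified by Hoechst staining and fluorescence plate imaging.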
GLP1R ag: activates the human GLP-1 receptor; HEK293 GLP-1R CRE-luciferase, luminescence, 4-6 h; cells express a hypersensitive GLP-1R form; P43220; Potency, µM (series often up to 45.6 µM), for inactives: top-dose activation, hits mostly activators; 380,000 tested, 0.007% active; note: % of control where 0% means no effect
TDP-43 yeast inh: TDP-43 toxicity inhibition in yeast. Potency, µM (series often up to 46.1 µM), without a hit: top-dose growth rescue (activation), most hits filed as activators. AID 652104. TDP-43 expressing yeast growth rescue, BacTiter-Glo, 24 h. 410,000 tested, 1.8% active; note: % of control where 0% means no effect; nearly all actives have a fitted effect of over 50% in size
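Galactose-induced TDP-43 yeast, OD600=0.02, compound pinned; 24 hr, 30 deg C; BacTiter-Glo luminescence for growth. Inhibitors of TDP-43 toxicity read as activators.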
* hit, by the source's call; u = inconclusive; x = not tested or not shown; & = joins results of further samples; [ ] = dose if it differs, or a comment. Calls come from the whole dose curve; as a rule, active = well fitted curve in the direction sought with a large enough effect; inconclusive = small, poorly fitted or top-dose-only effect, or another doubt; inactive = no such curve, though single readings can be large; an effect the other way counts as inactive or inconclusive. Potency is the fitted concentration of half-maximal effect.

[1] N/C(=N\NC(=O)Nc1ccccc1)c1ccccn1
[2] COc1ccc(C(C(=O)NCCC(C)C)N(CCCO)C(=O)c2snc(C(N)=O)c2N)cc1OC (stereo not drawn)
[3] CN(C)C(=O)CSc1n[nH]c(=O)n1CCc1ccccc1
[4] Cc1ccc(C)c(N(CC(=O)NCC2CCCO2)C(=O)CCC(=O)Nc2nccs2)c1 (stereo not drawn)
[5] COc1ccc(-c2nc3ccc(C)cn3c2Cc2ccsc2)cc1OC
[6] COC(=O)C(C(=O)OC)=C(/C=C/N(C)C)N(C)C
[7] NC(N)=N/N=C/c1cccc([N+](=O)[O-])c1O
[8] CS(=O)(=O)N(CC(=O)NC1CC1)c1cccc(F)c1
[9] O=C(O)c1cn(Cc2ccccc2)c2ccccc2c1=O
[10] CCOC(=O)[C@]12CCCC=C1N(CCc1ccc(OC)c(OC)c1)C(=O)[C@H](CC(=O)N1CCN(C(=O)C3CC3)CC1)C2

| assay / compound | 1 | 2 | 3 | 4 | 5 | 6 | 7 | 8 | 9 | 10 |
| --- | --- | --- | --- | --- | --- | --- | --- | --- | --- | --- |
| TDP-43 yeast inh | 2% | 3% | -5% | 11% | 12% | 10% | 0% | -1% | 1% | 6% |
| HT1080NT lethal | 20% | -2% | 4% | 8% | u | 14% | 12% | 0% | 7% | 9% |
| KB-3-1 tox | -1% | 11% | -24% | 7% | -5% | 0% | 1% | 10% | 0% | 15% |
| KB-V1 cytotox | 7% | u | 17% | -2% | 23µM* | 2% | -3% | -3% | -14% | -26% |
| HT1080 IDH1KD tx | 19% | 11% | 7% | 2% | u | -2% | 12% | -1% | 2% | 17% |
| GLP1R ag | 9% | 4% | 1% | 2% | 9% | -9% | -2% | 15% | 7% | x |
| HEK293 tox | 3% | 3% | 9% | -2% | -13% | 4% | 0% | 1% | -2% | 1% |
| GLP-1R inv ag | 17% | 9% | 8% | -4% | -28% | 38%[activator] | 6% | 1% | -8% | 2% |
| SW480 rereplic | -27% | -16% | u | -4% | x | -5% | -2% | -3% | 0% | x |

[11] CCOc1cc(/C=N\O)cc(Cl)c1OCC
[12] CCc1nnc(NS(=O)(=O)c2ccc(N=Cc3c(C)[nH]n(-c4ccc(Cl)cc4)c3=O)cc2)s1
[13] COc1ccc(CNC(=O)C2CCN(S(=O)(=O)N3CCC4(CC3)OCCO4)CC2)c(OC)c1
[14] CCN(CC)CCCNC(=O)Cn1nc(C)n2c(cc3sccc32)c1=O
[15] CCC(C(=O)NCC1CCCO1)N(C(=O)CNS(=O)(=O)c1ccccc1)c1ccc(F)cc1 (stereo not drawn)
[16] Cc1ccc(S(=O)(=O)/N=C(/c2ccc(F)cc2)N2CCCCC2)cc1
[17] COc1ccc(C(=O)COC(=O)c2ccc3c(c2)OCO3)c(OC)c1
[18] CC1CCN(C(=O)Cn2cc(S(=O)(=O)CC(=O)N3CCOCC3)c3ccccc32)CC1
[19] CCOc1cc(/C=C/C(=O)OCC(=O)NCCN2C(=O)CSC2=O)ccc1OCC(C)C
[20] Cn1c(=O)oc2cc(S(=O)(=O)CCC(=O)N3CCN(c4ccccc4)CC3)ccc21

| assay / compound | 11 | 12 | 13 | 14 | 15 | 16 | 17 | 18 | 19 | 20 |
| --- | --- | --- | --- | --- | --- | --- | --- | --- | --- | --- |
| TDP-43 yeast inh | 10µM* | 6% | -6% | 11% | -12% | 3% | 12% | 14% | 21% | 3%&19% |
| HT1080NT lethal | -12% | -15% | u | x | 17% | 1% | 10% | 12% | 10% | 9% |
| KB-3-1 tox | -7% | u | 5% | -2% | 5% | u | x | 8% | -2% | u |
| KB-V1 cytotox | -30% | u | -29% | 15% | -15% | 27% | x | 4% | 14% | 3%&2% |
| HT1080 IDH1KD tx | -3% | -3% | 16µM* | x | 18% | 8% | -4% | 3% | 0% | 29% |
| GLP1R ag | 6% | -20% | -5% | x | 0% | 2% | 13% | -8% | 17% | 4% |
| HEK293 tox | 9% | -2% | 4% | -8% | -7% | 5% | -5% | 3% | 3% | -13%&-1% |
| GLP-1R inv ag | -12% | 5% | -5% | u | 15% | 8% | 7% | 16% | -13% | -5%&0% |
| SW480 rereplic | -2% | -9% | u | x | -18% | 0% | -7% | 2% | 4% | -3% |

[21] OC1CN=C2Sc3ccccc3N2C1 (stereo not drawn)
[22] Cc1ccc(CN2C(=O)[C@H]3Cc4c([nH]c5ccccc45)C(C)(C)N3C2=O)cc1
[23] O=C1OCCC1Sc1nnc(-c2cccnc2)n1-c1ccccc1F (stereo not drawn)
[24] Cc1cc(C)cc(OCc2ccc(C(=O)NC3CCOC3=O)o2)c1 (stereo not drawn)
[25] Cn1c(Cc2cccs2)nnc1SCc1nc2ccccc2[nH]1
[26] CCOc1ccc(NC(=O)CCc2c(C)nc3cc(-c4ccccc4OC)nn3c2C)cc1
[27] CC(C)(C)OC(=O)N1CCC(c2c(C(=O)N3CCN(C(=O)c4ccco4)CC3)cnn2-c2ccc(F)cc2F)CC1
[28] CN(C)c1cc[n+](CC(=O)Nc2ccc([N+](=O)[O-])cc2Cl)cc1
[29] O=C1CN(C(=O)COc2ccccc2)c2ccccc2N1
[30] CC(C)C1Nc2ccc(S(=O)(=O)N3CCOCC3)cc2NC1=O (stereo not drawn)

| assay / compound | 21 | 22 | 23 | 24 | 25 | 26 | 27 | 28 | 29 | 30 |
| --- | --- | --- | --- | --- | --- | --- | --- | --- | --- | --- |
| TDP-43 yeast inh | 11% | x | -10% | 13% | -4% | u | -15%&10% | 6% | -3% | -11% |
| HT1080NT lethal | 0% | x | 8% | 16% | -7% | x | 0% | -21% | 2% | 15% |
| KB-3-1 tox | 8% | u | 11% | 0% | 8% | 11% | -2%&6% | u | -2% | 7% |
| KB-V1 cytotox | -2% | 16% | u | -2% | 10% | 12% | 9%&-1% | u | -25% | 16% |
| HT1080 IDH1KD tx | -3% | x | 6% | 12% | -2% | x | 3% | -28% | 9% | 6% |
| GLP1R ag | 1% | -3% | 1% | 4% | -3% | 0% | 10% | -9% | 8% | 0% |
| HEK293 tox | 4% | x | -7% | 2% | -4% | 3% | 3%&1% | -17% | -27% | -20% |
| GLP-1R inv ag | 0% | x | -2% | 0% | 5% | -12% | 17%&1% | 0% | 4% | 1% |
| SW480 rereplic | -5%[9.22 µM] | u | 16% | 0% | 0% | x | -21% | 0% | 24% | 0% |

[31] O=C(Cc1ccccc1)Nc1sc2c(c1C(=O)Nc1ccc(Br)cc1)CCC2
[32] CCC1C(=O)NCCN1C(=O)CCc1nnc(CCc2ccc(OC)cc2)o1 (stereo not drawn)
[33] Nc1ccccc1N1CCN(C(=O)c2ccccc2)CC1
[34] COc1cccc(N2CCN(C(=O)Cn3ncc4c(=O)oc5ccccc5c43)CC2)c1
[35] O=S(=O)(c1ccccc1Cl)N1CCC(O)(c2ccc3c(c2)OCO3)CC1
[36] CCn1cc(C(=O)O)c(=O)c2cnc(N3CCN(C(=S)Nc4ccccc4Cl)CC3)nc21
[37] Cc1cccc(NC(=S)N(CCN2CCOCC2)Cc2cc3cc4c(cc3[nH]c2=O)OCCO4)c1
[38] Cc1cccc(N(C)S(=O)(=O)c2csc(C(N)=O)c2)c1
[39] CCc1ccc(-c2csc(NC(=O)c3cccnc3)n2)cc1
[40] Cc1c(Cl)cccc1NC(=O)CN1C(=O)CCn2nc(-c3cccn3C)cc21

| assay / compound | 31 | 32 | 33 | 34 | 35 | 36 | 37 | 38 | 39 | 40 |
| --- | --- | --- | --- | --- | --- | --- | --- | --- | --- | --- |
| TDP-43 yeast inh | 19% | 17% | 8% | -11% | u | -36% | -2% | -8% | 23% | 23% |
| HT1080NT lethal | x | 6% | 15% | x | 0% | -22% | -5% | -2% | -1% | x |
| KB-3-1 tox | 1% | 3% | -3% | -5% | -8% | 0% | -6% | -17% | -26% | 3% |
| KB-V1 cytotox | -19% | 3% | -1% | -10% | u | 0% | 1% | 9% | -23% | -1% |
| HT1080 IDH1KD tx | x | -1% | 12% | x | -5% | -29% | -12% | 11% | u | x |
| GLP1R ag | x | -8% | -11% | -1% | -3% | -2% | 16% | 3% | 5% | x |
| HEK293 tox | 0% | 17% | -5% | -7% | -29% | -3% | 0% | -12% | -4% | -19% |
| GLP-1R inv ag | -3% | 3% | 5% | -10% | -2% | -9% | 16% | 19% | -9% | 1% |
| SW480 rereplic | x | -3% | -4% | x | -6% | 26% | 5% | 0% | -2% | x |

[41] O=[N+]([O-])c1cc2c(cc1/C=N/NS(=O)(=O)c1ccc(Br)cc1)OCO2
[42] Cc1ccc(NC(=O)CSCc2n[nH]c(=O)[nH]2)c(Br)c1
[43] C[n+]1c2n(c3ccccc31)N=C(c1ccccc1)CS2
[44] COc1cc(O)oc1C=Nc1ccc(C(=O)O)cc1
[45] O=C1CC(c2ccccc2F)C2=C(COC2=O)N1 (stereo not drawn)
[46] CNC(=O)COC(=O)c1c2c(nc3ccccc13)CCC2

| assay / compound | 41 | 42 | 43 | 44 | 45 | 46 |
| --- | --- | --- | --- | --- | --- | --- |
| TDP-43 yeast inh | 2% | 8% | -18%&24% | -29% | 1% | 8% |
| HT1080NT lethal | -17% | 19% | u | u | 8% | 0% |
| KB-3-1 tox | u | 2% | 2.9µM* | u | 8% | 2% |
| KB-V1 cytotox | -31% | 12% | -4%&0% | 23µM* | 4% | u |
| HT1080 IDH1KD tx | 6% | 10% | u | u | 3% | -1% |
| GLP1R ag | -1% | 7% | 0%&-14% | -2% | 5% | -7% |
| HEK293 tox | -29% | 6% | -3%&-24% | -1% | 3% | 8% |
| GLP-1R inv ag | 3% | 21% | u | 12% | 22% | 15% |
| SW480 rereplic | -5% | 4% | u | -4% | -5% | -5% |
